GALK inh = qHTS Assay for Inhibitors of Human Galactokinase (GALK). P51570. Purified GALK, Kinase-Glo residual ATP luminescence. Potency, µM (titrated, usually from 57.5 µM), for the others: at the top dose activity change, negative = inhibition, most hits filed as inhibitors. 270,000 compounds, 0.007% hits. AID 1868, 2009; also: potency is read from the fitted curve at half-maximal effect; % is scaled to controls: 0 for no effect and ±100 for the full control effect
Target sequence (P51570 whole entry, looked up): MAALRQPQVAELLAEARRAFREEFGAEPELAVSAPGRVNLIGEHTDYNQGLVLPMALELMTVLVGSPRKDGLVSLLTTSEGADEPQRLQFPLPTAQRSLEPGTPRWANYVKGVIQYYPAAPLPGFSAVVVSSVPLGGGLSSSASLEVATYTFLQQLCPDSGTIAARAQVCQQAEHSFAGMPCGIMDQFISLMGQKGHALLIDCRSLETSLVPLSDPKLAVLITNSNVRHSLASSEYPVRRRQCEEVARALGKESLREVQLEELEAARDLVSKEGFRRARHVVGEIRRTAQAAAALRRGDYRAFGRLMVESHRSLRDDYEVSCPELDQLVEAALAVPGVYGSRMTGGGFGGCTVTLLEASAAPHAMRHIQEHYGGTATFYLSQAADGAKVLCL
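Human GALK (5 nM) with 35 uM ATP and 100 uM galactose in 20 mM HEPES pH 8.0, 5 mM MgCl2, 60 mM NaCl, 1 mM DTT, 0.01% BSA. After 1 h at room temperature, leftover ATP was read by Kinase-Glo Plus luminescence.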
PKM2 act = qHTS Assay for Activators of Human Muscle isoform 2 Pyruvate Kinase; Pyruvate kinase PKM (Homo sapiens), P14618; purified PKM2, Kinase-Glo ATP luminescence, activation; response scale: 0% is enzyme alone, no compound; Potency, µM (highest dose often 57.5 µM), inactives show at the top dose activation, hits mostly activators; 260,000 compounds, 0.34% hits; AID 1631, 2009; also: potency is read from the fitted curve at half-maximal effect; % is scaled to controls: 0 for no effect and ±100 for the full control effect; nearly all actives have a fitted effect of over 55% in size
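hPK-M2, >95% pure; 0.1 mM ADP / 0.5 mM PEP final; imidazole pH7.2 buffer w/ 7 mM MgCl2, 50 mM KCl; 1 h RT; Kinase-Glo lum. Intermediate enzyme activity for dual inhibitor/activator qHTS.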
CXXC DNA block = qHTS Fluorescence Polarization Assay for Inhibitors of MLL CXXC domain - DNA interaction; MLL-CXXC / FITC-HOXA9 DNA fluorescence polarization; Potency, µM (series often up to 115 µM), inactives show top-dose activity change, negative = inhibition, usual class: inhibitors; 290,000 compounds, 0.037% hits; AID 2662, 2010; active = well fitted inhibition curve with a large enough effect in the polarisation, with a control signal flat, not every such curve was filed as active; inconclusive = small, poorly fitted or top-dose-only effect, or effect the other way, or a change in a side signal; inactive = no such curve, though single readings can be large or run the other way; the % refers to the polarisation; also: potency is read from the fitted curve at half-maximal effect
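Fluorescence polarization: 7 uM MLL-CXXC (stock) preincubated 5 min with compounds, then 50 nM fluorescein-HOX-A9 DNA (stock) added; 30 min ambient. Buffer 50 mM Tris-HCl pH 7.5, 50 mM NaCl, 1 mM DTT, 0.05% BSA.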
TRPV1 ag = HTS Assay for Compounds that Act as Agonists of the Vanilloid Receptor 1; 320,000 compounds, 0.19% hits; activation, % at 8.33 µM; TRPV1-expressing cells, Fluo-8 calcium influx, agonist mode; Transient receptor potential cation channel subfamily V member 1 (Homo sapiens), Q8NER1; in the data active = activation above about 80%; inconclusive = between about 30% and that limit; also: 0% is about no effect
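Fluo-8 calcium influx in TRPV1-expressing cells, kinetic read (ex 480/em 520 nm). Compound added and read 3 min for agonist activity, followed by capsaicin at EC20 final and 2 min further read for enhancement.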
FBPA coupling cs = qHTS Assay for Inhibitors of Fructose-1,6-bisphosphate Aldolase from Giardia Lamblia: Coupling assay counterscreen. coupling enzyme system counterscreen, AmpLite Red fluorescence. activity change, negative = inhibition, % at 58.2 µM, hits read low. 290,000 compounds, 0.67% hits; in the data active = activity change below about -30%; also: % is scaled to controls: 0 for no effect and ±100 for the full control effect
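Coupling enzymes only (glyceraldehyde-3-phosphate) + compound, at 57.5 uM final, 10 min RT; add substrate/coupling/AmpLite Red mix, 20 min RT; fluorescence ex 525/em 598 nm. Actives flag coupling-system interference.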
B2AR arrestin = qHTS assay of beta-arrestin-biased ligands of beta2-adrenergic receptor; Beta-2 adrenergic receptor (Homo sapiens), P07550; Potency, µM (series often up to 46.1 µM), without a hit: at the top dose activation, hits mostly activators; 330,000 compounds, 0.02% hits; beta-arrestin recruitment to beta2AR, cell-based reporter;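 also: potency is read from the fitted curve at half-maximal effect; 0% = DMSO controls and full agonism = EC100 isoproterenol or metaproterenol; nearly all actives have a fitted effect of over 65% in size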
USP2a block = qHTS Assay for Inhibitors of Ubiquitin-specific Protease USP2a Using CHOP2 as the Reporter | Ubiquitin carboxyl-terminal hydrolase 2 (Homo sapiens), O75604 | USP2 core, Ub-CHOP2 coupled fluorogenic reporter, 485/531 | Potency, µM (titrated, usually from 38.3 µM), for the others: top-dose activity change, negative = inhibition, actives largely listed as inhibitors | 330,000 compounds, 0.01% hits | AID 463254, 2010;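 also: potency is read from the fitted curve at half-maximal effect; plate controls were DMSO wells for no effect and full inhibition by NEM control for full effect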
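USP2 core (10nM final) preincubated 30min RT with compound in 20mM Tris-HCl pH 8.0, 2mM CaCl2, 2mM beta-mercaptoethanol, 0.05% CHAPS; 25nM Ub-CHOP2 plus 25nM reporter substrate added, fluorescence (Ex485/Em531) read after 60min.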
hERG WT inh = qHTS for Inhibitors of KCHN2 3.1: Wildtype qHTS. Voltage-gated inwardly rectifying potassium channel KCNH2 (Homo sapiens), Q12809. U2OS, BacMam KCNH2, thallium flux FluxOr; active compounds read low. activity change, % at 1.84 µM. 340,000 compounds, 0.37% hits;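 active = maximum activity change below -70%; inconclusive = maximum activity change between -70% and -50%; inactive = maximum activity change above -50%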; also: % is scaled to controls: 0 for no effect and ±100 for the full control effect
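U2OS cells were transduced with wild-type KCNH2 virus (2.03 x 10^8 / mL) for 4 h at room temperature, then cultured overnight at 37 C. Thallium flux was read with FluxOr dye. Rate constants were normalized to DMSO controls.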
Giardia kill = Small Molecules that selectively kill Giardia lamblia: qHTS | Giardia lamblia trophozoite viability | activity change, % at 7.66 µM, hits read low | 340,000 compounds, 0.15% hits | AID 540267, 2011; in the data active = activity change below about -80%; inconclusive = between about -30% and that limit;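 also: parasites exposed to compound for two days anaerobically before the ATP read; % is scaled to controls: 0 for no effect and ±100 for the full control effect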
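Trophozoite viability was measured as ATP-dependent luminescence, read 15-30 min after reagent addition. Before that, parasites at 100 cells/well were exposed to compounds for 48 h, anaerobically, at 37 deg C.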
Menin-MLL TR inh = qHTS Assay for Inhibitors Targeting the Menin-MLL Interaction in MLL Related Leukemias: Competition With Texas Red Labeled MLL-derived Mutant Peptide. 270,000 compounds, 0.23% hits. O00255. Potency, µM (top dose mostly 61.6 µM), for the others: at the highest dose FP activity change, negative = inhibition, actives largely listed as inhibitors. Menin + Texas Red MLL mutant peptide, fluorescence polarization; active = well fitted inhibition curve with a large enough effect in the polarisation, with a control signal flat, not every such curve was filed as active; inconclusive = small, poorly fitted or top-dose-only effect, or effect the other way, or a change in a side signal; inactive = no such curve, though single readings can be large or run the other way; the % refers to the polarisation; also: potency is read from the fitted curve at half-maximal effect; % of control where 0% means no effect; many of its hits are not listed in these tables
Target sequence (O00255 whole entry, looked up): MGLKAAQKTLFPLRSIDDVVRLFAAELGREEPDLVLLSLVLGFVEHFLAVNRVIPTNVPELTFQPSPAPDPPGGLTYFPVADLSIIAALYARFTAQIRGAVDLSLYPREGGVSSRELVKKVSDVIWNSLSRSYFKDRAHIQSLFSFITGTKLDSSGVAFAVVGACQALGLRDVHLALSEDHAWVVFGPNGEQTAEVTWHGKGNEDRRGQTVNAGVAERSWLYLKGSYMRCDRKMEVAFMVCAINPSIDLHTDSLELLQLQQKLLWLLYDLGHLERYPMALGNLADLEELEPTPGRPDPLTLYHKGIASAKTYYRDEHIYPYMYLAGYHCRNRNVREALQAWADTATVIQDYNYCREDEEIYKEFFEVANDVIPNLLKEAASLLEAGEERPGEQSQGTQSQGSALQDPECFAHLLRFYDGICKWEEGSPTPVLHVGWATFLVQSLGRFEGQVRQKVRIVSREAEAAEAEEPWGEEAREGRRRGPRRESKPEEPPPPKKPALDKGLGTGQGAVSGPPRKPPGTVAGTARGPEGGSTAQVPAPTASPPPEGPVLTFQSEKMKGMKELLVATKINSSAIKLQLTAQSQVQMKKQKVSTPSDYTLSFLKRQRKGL
KCNH2 3.1 block = qHTS for Inhibitors of KCHN2 3.1: Mutant qHTS; Potassium voltage-gated channel subfamily H member 2, brain isoform KCNH2 3.1 (human); U2OS KCNH2 3.1, thallium flux FluxOr; active compounds read low; activity change, % (tested at about 1.8 µM); 340,000 compounds, 0.95% hits; AID 720553, 2013;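 active = maximum activity change below -70%; inconclusive = maximum activity change from -70% to -50%; inactive = maximum activity change above -50%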;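 also: thallium influx rate constant from kinetic fluorescence after stimulation buffer; % is scaled to controls: 0 for no effect and ±100 for the full control effect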
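Thallium flux via FluxOr fluorescence (Red40 quencher, 45 min loading) in U2OS cells virally expressing the KCNH2 3.1 isoform (1.77 x 10^8 /mL virus, overnight at 37 C). Rate constants from 2-min kinetic reads post-stimulation, normalised to positive and negative controls.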
Starred values were filed as active, the others as inactive; u = inconclusive; x = not tested or not shown; & = joins results of further samples; [ ] = another dose, or the depositor's remark. Unless noted, calls follow the shape of the dose curve; as a rule, active = well fitted curve in the direction sought with a large enough effect; inconclusive = small, poorly fitted or top-dose-only effect, or another doubt; inactive = no such curve, though single readings can be large; an effect the other way counts as inactive or inconclusive. These rows are one share of the data, so the mix of outcomes need not match the whole.

SMILES | GALK inh | PKM2 act | CXXC DNA block | TRPV1 ag | FBPA coupling cs | B2AR arrestin | USP2a block | hERG WT inh | Giardia kill | Menin-MLL TR inh | KCNH2 3.1 block
CC(NCc1ccccc1)c1ccccc1O (stereo not given) | -3% | -25% | -1% | 0 | 1 | -0.9% | 4% | -7 | 9 | x | 13
Cn1cc(C(=O)NS(=O)(=O)Nc2ccc(Br)cc2)c2ccccc21 | -6% | x | 34%[activator] | 1 | x | -0.2% | 4% | 0 | 22 | x | -11
CCCCCNc1nc(NCCCO)c(C#N)c2c1CN(C)CC2 | -2% | -5% | u | 0 | -3 | -0.2% | -1% | 15 | 9 | 0% | -5
On1cnnc1-c1ccccc1 | -2% | -12% | -1% | -3 | 1 | -1.0% | -9% | -2 | 8 | -6% | 0
Cc1cccc(NC(=S)N2CCn3cccc3C2c2cccnc2)c1 (stereo not given) | 1% | -5% | 1% | 0 | 0 | -0.2% | -2% | 0 | -11 | 19% | 13
N#Cc1c(-c2ccccc2F)cc(C2CC2)nc1SCC(=O)c1cccs1 | -1% | 0% | -1% | 7 | 0 | 0.1% | 0% | 2 | 1 | -22% | 4
C/C(=N/NC(=O)c1ccco1)c1ccc(NC(=O)c2ccc(Br)o2)cc1 | -9% | -1% | -7% | 18 | x | -0.7% | 3% | 6 | 0 | x | x
Cc1cc(F)ccc1NC(=O)CCc1ccc(S(=O)(=O)N2CCOCC2)cc1 | x | x | x | 5 | x | 0.1% | 1% | 5 | -2 | x | -5
O=C(O)CSCC(=O)N1CCN(c2cc(C(F)(F)F)nc3ccccc23)CC1 | 4% | x | 8% | 0 | 2 | 0.0% | 0% | 13 | -4 | -21% | -16
O=c1c2[nH]c3ccc(Br)cc3c2ncn1CCCn1ccnc1 | 0% | 5% | 0% | -4 | -1 | -0.6% | 1% | -9 | -8 | 2% | -30
CCOc1ncccc1C(=O)Nc1ccc(Cl)cc1 | -1% | 4% | 9% | 0 | 0 | -0.3% | -2% | -7 | 4 | 0% | -13
CN(C(=O)C1CCC(CNS(=O)(=O)c2cccc3cccnc23)CC1)C1CCCCC1 (stereo not given) | 8% | x | -3% | 4 | 1 | 0.4% | -1% | -3 | -7 | -17% | -3
CCOc1ccccc1Nc1nnc(C)c(=O)[nH]1 | -1% | 2% | -3% | 0 | 1 | -0.3% | 0% | -4 | -21 | -2% | 39
Oc1cc2c(cc1C(c1ccc(Br)cc1)N1CCCC1)OCO2 (stereo not given) | -4% | 0% | 17% | 4 | -13 | 0.0% | 1% | -5 | -17 | u | 11
Cc1cccc(C(=O)N2CCCC(c3nc(-c4ccc(F)cc4)no3)C2)c1 (stereo not given) | -4% | 2% | -2% | 22 | -1 | -1.1% | 4% | -6 | -3 | -7% | 15
CSCCC1NC2(C(=O)Nc3ccc(Cl)cc32)[C@@H]2C(=O)N(C3CCCC3)C(=O)[C@H]12 (stereo not given in full) | 0% | -7% | 7% | 22 | 0 | -0.9% | -13% | 3 | 4 | 26% | 1
COc1cc(C(=O)N2CCC(n3cnc4cc(F)ccc43)CC2)cc(OC)c1OC | -2% | -4% | 3% | 0 | 1 | -0.2% | 5% | -2 | -8 | -16% | -3
O=C(c1ccc(CS(=O)c2cccc(Cl)c2)o1)N1CCOCC1 (stereo not given) | 3% | x | 10% | 0 | x | 0.1% | 4% | -4 | -13 | x | -4
CC(C)(C)C(=O)OCc1nc(-c2ccc(F)cc2)cs1 | 1% | -8% | -9% | u | -3 | 0.4% | -5% | 2 | -1 | x | 19
CCOC(=O)C1(Cc2ccc(Cl)cc2)CCN(C(=O)CCc2cnccn2)CC1 | 1% | 1% | 4% | u | 0 | 0.0% | 0% | x | -16 | -13% | 3
O=C(CCC(=O)c1ccc(F)cc1)Nc1cccnc1 | 1% | 7% | -8% | 3 | 0 | -1.0% | -1% | 4 | -13 | -1% | -1
Cc1cc(C)n(CCC(=O)N2CCN(S(=O)(=O)c3ccc(C)c(C)c3)CC2)n1 | 9% | u | 10% | 0 | 2 | -0.1% | 3% | 2 | -18 | -14% | 3
CCN1C(=O)CSc2ccc(C(=O)NC3CCCCC3)cc21 | 0% | 1% | -14% | 15 | 2 | -0.4% | u | 22 | 3 | 8% | -17
CSc1nsc(NC(=O)Cc2ccccc2)n1 | -1% | 12% | 8% | 13 | 1 | -0.6% | 3% | 5 | -7 | -9% | 11
O=C(Nc1ccc(CN2CCS(=O)(=O)CC2)cc1)c1ccc(C(F)(F)F)cc1 | x | 10% | 1% | 11 | 1 | -0.5% | 6% | -5 | -21 | x | 26
c1coc(CNc2ncnc3ccccc23)c1 | 1% | 4% | -4% | -4 | 0 | -1.1% | -2% | -2 | 3 | 0% | -5
CC(Sc1nnc(-c2ccco2)o1)C(=O)NCCC1=CCCCC1 (stereo not given) | -2% | 4% | 16% | u | 3 | 0.1% | 3% | 4 | 5 | -16% | 6
COc1cccc(/C=N/NC(=O)C(=O)N/N=C/c2cccc(OC)c2O)c1O | 0% | 0% | 6% | -3 | 0 | 0.2% | -1% | -3 | 5 | 23% | 9
Cc1csc(C(=O)NN)c1N(C)C | x | -1% | 4% | u | 1 | 0.5% | 8% | 0 | -2 | x | 0
CC(C(=O)Nc1ccc(S(=O)(=O)N2CCCC2)cc1)N1CCCC(C(N)=O)C1 (stereo not given) | x | x | x | 7 | x | 0.1% | 1% | 4 | -15 | x | 11
O=C(NCCNC(=O)c1ccccc1F)c1ccco1 | 5% | x | 10% | -1 | 1 | -1.3% | 6% | 5 | 15 | 1% | 10
CC(c1nccs1)N(C)c1nc2nonc2nc1NC1CC1 (stereo not given) | 0% | 1% | -4% | 1 | -5 | -0.9% | 10% | 0 | 5 | 14% | -1
Cc1ccc(C(=O)NCc2nnc(SCC(=O)Nc3ccccc3)n2C)cc1 | 0% | -2% | 1% | -2 | 5 | -0.5% | 0% | -4 | -18 | 6% | -9
c1ccn2cc(C34CC5CC(CC(C5)C3)C4)nc2c1 | -1% | 3% | -1% | 15 | 0 | -0.8% | 2% | 5 | 3 | u | -13
C[C@@H](NC(=O)c1cc2c([nH]c3ccccc32)c(-c2ccccc2)n1)C(=O)O | -1% | x | 5% | 4 | 5 | 0.4% | 5% | -15 | u | u | 0
COc1ccc(COc2cc(-c3cccc(OC)c3)nc3ccc(NC(=O)c4cccnc4)cc23)cc1 | x | 1% | 1% | 0 | 2&-3 | 0.3% | 1% | 3 | -24 | 14% | -21
CN(c1ccccc1)S(=O)(=O)c1cccc(NC(=O)Cc2c(F)cccc2Cl)c1 | -3% | 3% | -1% | 5 | -7 | -0.7% | 0% | 1 | 6 | 9% | -2
CCOc1ccc2nc(NC(=O)c3ccc(S(=O)(=O)N4CCOCC4)cc3)sc2c1 | 0% | -2% | 10% | 8 | 0 | -0.1% | 0% | 2 | 10 | u | -3
c1ccc(COc2ccc(Oc3nc(N4CCCCC4)nc(N4CCOCC4)n3)nn2)cc1 | 0% | -7% | -2% | 20 | 2 | -0.4% | 0% | -6 | 8 | -19% | 2
Cc1ccc2[nH]c(=O)c(CN(Cc3ccc4c(c3)OCO4)Cc3nnnn3Cc3ccco3)cc2c1 | 0% | 24% | 1% | 5 | 0 | -0.3% | 0% | 5 | -9 | 14% | -30
Clc1ccc(-n2nnnc2SCc2cn3ccccc3n2)cc1 | 0% | -2% | -6% | u | 3 | 0.4% | -1% | 21 | -3 | -5% | -15
CCCn1c(N)c(C(=O)CSc2nc(C)cs2)c(=O)n(C)c1=O | -2% | 16µM* | 4% | -5 | 2 | 0.0% | 0% | 3 | -1 | 7% | 9

Assay outcomes from PubChem.
